TRb-SRC2 inh = inhibitors of human thyroid hormone receptor beta-SRC2 interaction; P10828; TRbeta-SRC2 peptide binding, fluorescence polarization; receptor liganded with 1 µM T3; Potency, µM (titrated, usually from 106 µM), for the others: top-dose activity change, negative = inhibition, most hits filed as inhibitors; hit rate 0.065% among 280,000;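 further: plate controls were bound peptide for no effect and peptide without receptor for full effect; nearly all actives have a fitted effect of over 50% in size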
Target sequence (P10828 whole entry, looked up): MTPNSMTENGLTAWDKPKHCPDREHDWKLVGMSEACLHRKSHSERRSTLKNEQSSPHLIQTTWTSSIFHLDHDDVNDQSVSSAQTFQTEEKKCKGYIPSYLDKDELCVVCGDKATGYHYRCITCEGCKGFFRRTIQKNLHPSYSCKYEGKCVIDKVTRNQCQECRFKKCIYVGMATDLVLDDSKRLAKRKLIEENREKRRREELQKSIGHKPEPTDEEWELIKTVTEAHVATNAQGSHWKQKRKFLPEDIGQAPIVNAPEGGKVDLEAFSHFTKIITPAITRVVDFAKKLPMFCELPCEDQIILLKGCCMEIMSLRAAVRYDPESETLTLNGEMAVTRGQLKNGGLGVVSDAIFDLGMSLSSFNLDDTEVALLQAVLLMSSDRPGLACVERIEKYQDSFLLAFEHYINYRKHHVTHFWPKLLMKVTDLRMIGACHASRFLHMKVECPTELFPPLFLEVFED
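Compounds were added to 0.6 uM TRb ligand-binding domain and 20 nM Texas Red-labeled SRC2 peptide in Tris buffer containing 1 uM T3, incubated 5 hr at ambient temperature, then read by fluorescence polarization.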
GAA glycogen mod = alters human alpha-glucosidase cleavage of glycogen | P10253 | recombinant GAA, glycogen substrate, Amplex Red glucose oxidase fluorescence | Potency, µM (top dose mostly 76.4 µM), for the others: at the highest dose activity change, negative = inhibition, most hits filed as inhibitors | hit rate 0.38% among 300,000 | AID 2100;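 further: 0% = full enzyme reaction and -100% = no-enzyme basal signal; the screen sought inhibitors and activators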
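Recombinant human alpha-glucosidase (4 nM final) hydrolysed bovine liver glycogen (30 ug) for 40 min at 37 C in pH 5.0 citrate/phosphate with 0.01% Tween-20. Released glucose detected by glucose oxidase/Amplex Red, Ex 573/Em 610 nm. Compounds up to 77 uM; AC50 from Hill fits.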
RECQ1 inh = RECQ1 (human) helicase inhibition; P46063; RECQ1 DNA unwinding, red fluorescence kinetic read; Potency, µM (doses to about 57.3 µM), for the others: at the top dose activity, negative = inhibition, hits mostly inhibitors; hit rate 0.54% among 240,000; AID 2549;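 further: plate controls were vehicle for no effect and no enzyme for full effect; nearly all actives have a fitted effect of over 30% in size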
Target sequence (P46063 whole entry, looked up): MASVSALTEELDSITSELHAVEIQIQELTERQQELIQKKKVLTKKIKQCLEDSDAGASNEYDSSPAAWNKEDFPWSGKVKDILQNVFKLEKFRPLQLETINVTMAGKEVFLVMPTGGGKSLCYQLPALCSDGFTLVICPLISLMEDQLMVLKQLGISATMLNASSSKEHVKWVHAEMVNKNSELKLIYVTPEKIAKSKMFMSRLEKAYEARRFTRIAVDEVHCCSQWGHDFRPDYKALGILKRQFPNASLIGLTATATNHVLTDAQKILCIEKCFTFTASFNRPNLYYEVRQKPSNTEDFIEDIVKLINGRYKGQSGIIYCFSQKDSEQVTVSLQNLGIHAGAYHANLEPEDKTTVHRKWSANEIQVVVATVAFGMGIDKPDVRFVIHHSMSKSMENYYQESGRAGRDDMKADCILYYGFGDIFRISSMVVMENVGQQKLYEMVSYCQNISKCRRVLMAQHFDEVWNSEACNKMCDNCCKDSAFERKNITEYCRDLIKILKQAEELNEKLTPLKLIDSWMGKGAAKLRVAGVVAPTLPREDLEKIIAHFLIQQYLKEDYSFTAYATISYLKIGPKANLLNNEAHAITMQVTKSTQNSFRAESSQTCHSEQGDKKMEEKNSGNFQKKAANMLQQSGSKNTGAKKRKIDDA
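50 nM RECQ1T1 preincubated 15 min with compound in Tris pH 8.0 buffer with MgCl2, DTT, Tween-20 and 2.5 ug/ml poly(dI-dC); started with 200 nM TAMRA/BHQ-2 forked duplex and 2 mM ATP. Unwinding read as fluorescence (525/598 nm), two reads 2 h apart.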
TexasRed fluor = alters Texas Red total fluorescence, flagging assay interference; TRb/SRC2 Texas Red total fluorescence interference; Potency, µM (titrated, usually from 106 µM), for the others: at the highest dose fluorescence change, negative = quenching; hit rate 0.29% among 280,000; AID 1479; active means well fitted curve in either direction with a large enough effect; inconclusive means small, poorly fitted or top-dose-only effect
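Human TRb ligand-binding domain at 0.6 uM with 20 nM Texas Red SRC2 peptide in Tris buffer containing 1 uM T3 and 5% DMSO, incubated with compound 5 h at ambient temperature. Total fluorescence (555/632 nm) calculated as parallel + 2 × perpendicular.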
GAA inhib = inhibitors of human lysosomal alpha-glucosidase | hit rate 0.005% among 200,000 | purified human GAA, 4-MU-alpha-glucoside fluorescence | Potency, µM (series often up to 76.9 µM), for inactives: at the top dose activity change, negative = inhibition, actives largely listed as inhibitors | AID 1466 | P10253;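 further: plate controls were uninhibited enzyme wells for no effect and no-enzyme background for full effect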
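Endpoint fluorogenic read: 20 min room-temperature reaction of 4 nM human alpha-glucosidase with 400 uM 4-methylumbelliferyl-alpha-D-pyranoside, pH 5.0, quenched with 1M NaOH/1M glycine pH 10. AC50 from Hill modeling.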
aGlu spleen mod = inhibits or activates alpha-glucosidase in human spleen homogenate; P10253; human spleen homogenate, 4-MU-alpha-glucoside fluorescence; Potency, µM (top dose mostly 79.9 µM), without a hit: top-dose activity change, negative = inhibition, most hits filed as inhibitors; hit rate 0.006% among 240,000; AID 2112;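 further: 0% = enzyme with vehicle and -100% = no enzyme basal signal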
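Compounds were titrated against alpha-glucosidase in spleen homogenate at pH 5.0, with 1 mM 4-methylumbelliferyl substrate for 40 min at 37 C. Reactions were quenched with pH 10 NaOH/glycine and fluorescence measured.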
RGS12 GoLoco inh = RGS12 GoLoco-Gai1 interaction inhibition. P63096. Gai1:RGS12 GoLoco peptide FP, rhodamine, 10 min. Potency, µM (top dose mostly 61.6 µM), inactives show top-dose activity, negative = inhibition, most hits filed as inhibitors. hit rate 0.44% among 230,000; active means well fitted inhibition curve with a large enough effect, not every such curve was filed as active; inactive means no such curve, though single readings can be large or run the other way; further: nearly all actives have a fitted effect of over 30% in size; many of its hits are not listed in these tables
L3MBTL1 inh = L3MBTL1 (human) inhibition; Q9Y468; AlphaScreen L3MBTL1–H3K9me1 peptide binding; Potency, µM (titrated, usually from 57.1 µM), for inactives: top-dose activity, negative = inhibition, actives largely listed as inhibitors; hit rate 0.66% among 230,000; AID 485360; further: nearly all actives have a fitted effect of over 60% in size
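First, the protein-peptide complex forms for 30 min at room temperature (L3MBTL1 50 nM, biotinylated H3K9me1 peptide 75 nM). Next, compounds are pin-transferred and incubated 30 min. Finally, AlphaScreen beads are added and read after 30 min.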
The depositor's hits bear a star; i = inactive; u = inconclusive; x = not tested or not shown; & = joins results of further samples; [ ] = dose if it differs, or a comment. Unless noted, the call rests on the fitted dose curve; in most records, active means well fitted curve in the direction sought with a large enough effect; inconclusive means small, poorly fitted or top-dose-only effect, or another doubt; inactive means no such curve, though single readings can be large; an effect the other way counts as inactive or inconclusive. Unless noted, on the % scale 0 is the no-effect control and ±100 the full control effect; potency means the concentration at half of the fitted maximal effect.

SMILES | TRb-SRC2 inh | GAA glycogen mod | RECQ1 inh | TexasRed fluor | GAA inhib | aGlu spleen mod | RGS12 GoLoco inh | L3MBTL1 inh
O=c1c(C=NCc2cccnc2)c(C(F)(F)F)[nH]n1-c1nc2ccccc2s1 | 0% | -6% | -22% | -2% | 3% | -4% | 26% | -23%
COC(=O)C/C=C/[C@@H](C)[C@@H](/C=N/O[C@H](C)c1cn([C@@H]2COC[C@H]2O)nn1)NS(=O)(=O)c1ccc(C)cc1 | 0% | 2% | -15% | -5% | -3%[15.4 µM] | -6% | -6% | 7%
CN(C(=O)COC(=O)CNC(=O)c1ccc(Cl)cc1Cl)c1ccccc1 | -1% | 3% | i | -1% | 4% | -1% | 6% | 14%
Cn1c(-c2sccc2OCc2ccccc2)n[nH]c1=S | 9% | -30% | -6% | 3% | 1% | 1% | -11% | -1%
Cn1c(=O)n(C)c2cc(NC(=O)CCl)ccc21 | 4% | 8% | -2% | -3% | 7% | -3% | 9% | -3%
O=C(OC1CCCCC1=O)c1ccc(S(=O)(=O)Nc2ccccc2)cc1 (stereo unspecified) | -12% | 1% | -20% | -2% | -11% | 0% | -3% | x
Cc1cc(C)c(NC(=S)N(C)C)cc1C | -11% | 3% | -6% | -2% | x | 1% | 9% | 1%
COc1cccc(C(c2nnnn2Cc2ccccc2)N2CCN(C3CCCC3)CC2)c1OC (stereo unspecified) | 5% | 4% | 1% | -6% | -2% | 1% | -4% | -5%
CCN(CC)S(=O)(=O)c1cccc(-c2cn3cc(C)ccc3n2)c1 | -7% | 0% | -4% | -3% | -3% | -4% | 10% | x
CCn1c(SC(C)C(=O)O)nc2sc3c(c2c1=O)CCC3 (stereo unspecified) | -15% | -4% | u | -7% | 7% | -13% | 7% | 28µM*
CCc1cc2cc(C)ccc2nc1SCC(=O)Nc1cc(C)on1 | 1% | 6% | -4% | -5% | 10% | -2% | -4% | 28%
CC(=O)N1c2ccccc2NC2=C(C(=O)CCC2)C1c1ccco1 (stereo unspecified) | -1% | -10% | -29% | -1% | -1% | 1% | 13% | -16%
Cc1ccc(-n2nnnc2SCC(=O)Nc2nc(-c3ccc(F)cc3)cs2)cc1C | 7% | -4% | 19% | 1% | 2% | -9% | -5% | 4%
O=C(Nc1ccc(N2CCOCC2)cc1)C1CCCCC1 | -1% | -4% | i | 0% | -1% | 0% | -5% | x
N/C(=N\O)c1ccncc1 | -1% | 1% | i | -1% | -7%[15.4 µM] | 8% | 5% | 1%
O=C(C1CCN(S(=O)(=O)N2CCC3(CC2)OCCO3)CC1)N1CCC(Cc2ccccc2)CC1 | -2% | 1% | 1% | -3% | -3% | -16% | 0% | -2%
CCOc1cc(/C=C/c2ccc3cccc([N+](=O)[O-])c3n2)ccc1O | 3% | u | -3% | -5% | -3% | -4% | 4% | -1%
COc1ccc(NC(=O)c2cccc(N3C(=O)NC4CC3(C)Oc3ccccc34)c2)cc1 (stereo unspecified) | -11% | 5% | -19% | -3% | u | -2% | 12% | x
CCC(=O)OC1(C)C(=O)C=C2C=C(c3ccsc3)OC=C2C1=O (stereo unspecified) | -3%&-1% | -11% | 6% | -1%&6% | x | 10%&8% | 41%&106%[activator] | x
CC1(OC(=O)c2cnc3ccccc3n2)C(=O)C=C2C=C3CCCN3C=C2C1=O (stereo unspecified) | 6%[11.2 µM] | x | 2%[11.5 µM] | -1%[11.2 µM] | x | -7%[17.4 µM] | -1%[14.2 µM] | x

Single records, as listed above. Order of screens: TRb-SRC2 inh	GAA glycogen mod	RECQ1 inh	TexasRed fluor	GAA inhib	aGlu spleen mod	RGS12 GoLoco inh	L3MBTL1 inh
Listed for CC1(OC(=O)c2cnc3ccccc3n2)C(=O)C=C2C=C3CCCN3C=C2C1=O (stereo unspecified) = 6%[11.2 µM]	x	2%[11.5 µM]	-1%[11.2 µM]	x	-7%[17.4 µM]	-1%[14.2 µM]	x
Listed for N/C(=N\O)c1ccncc1 = -1%	1%	i	-1%	-7%[15.4 µM]	8%	5%	1%
Listed for O=C(Nc1ccc(N2CCOCC2)cc1)C1CCCCC1 = -1%	-4%	i	0%	-1%	0%	-5%	x
Listed for Cc1ccc(-n2nnnc2SCC(=O)Nc2nc(-c3ccc(F)cc3)cs2)cc1C = 7%	-4%	19%	1%	2%	-9%	-5%	4%

Next entries follow:
SMILES | TRb-SRC2 inh | GAA glycogen mod | RECQ1 inh | TexasRed fluor | GAA inhib | aGlu spleen mod | RGS12 GoLoco inh | L3MBTL1 inh
CCC(C)[C@H](NC(=O)OC(C)(C)C)C(=O)N/N=C/C1=Cc2ccccc2OC1 (stereo partly specified) | -16% | 1% | 10% | -1% | -4% | -9% | 4% | x
CCOC(=O)CNC(=O)O[C@@H]1C(=O)c2cc(OC)ccc2O[C@H]1c1ccc(OC)c(Br)c1 | 9% | x | -1% | 0% | x | -14% | -3% | x
Clc1ccccc1C1=Nn2c(nnc2-c2ccncc2)SC1 | 0% | 5% | i | 1% | 4% | 4% | x | -1%
CCO[C@H]1OC(C(=O)N2CCCCCCC2)=C[C@@H](c2coc3ccccc3c2=O)[C@@H]1CCCO | 2% | 16% | -9% | 0% | x | -4% | 3% | 10%
N/C(=N\OC(=O)Cc1ccccc1)c1ccc([N+](=O)[O-])cc1 | 1% | 11% | -9% | 0% | 0% | 2% | 10% | -2%
CCC(C(=O)OCC(=O)Nc1cc(C)ccc1OC)c1ccccc1 (stereo unspecified) | -6% | -9% | u | -1% | u | -6% | 1% | 38%[activator]
Cc1cc(Cl)cc(Cl)c1OCCOCCN(C)C | -2% | -2% | 1% | 1% | 5% | 3% | 0% | 4%
Nc1cc(N)nc(CS)n1 | -3% | -8% | -4% | -3% | x | -10% | 5% | -2%
COc1ccc(NC(=O)NCc2ccncc2)c(OC)c1 | 5% | 6% | 2% | 1% | -3% | 3% | 7% | -1%
Nc1ccc(S(N)(=O)=O)cc1 | 5% | x | 15% | -1% | x | -15% | 3% | x
CC(C)N1CCC(=NNc2ccc(S(=O)(=O)N3CCOCC3)cc2[N+](=O)[O-])CC1 | -6% | 0% | -12% | 0% | -9% | -7% | -15% | -3%
Cc1[nH][nH]c(=O)c1C(c1ccc2c(c1)OCO2)c1c(C)[nH][nH]c1=O | -1% | 3% | 10% | -2% | 2% | 1% | 3% | 0%
CCOC(=O)c1ccc(-c2ccc(/C=N/NC(=O)CN(c3cccc(C)c3)S(C)(=O)=O)o2)cc1 | -2% | 10% | -7% | -6% | 8% | -3% | 8% | -9%
CCN(CC)S(=O)(=O)c1ccc(C(=O)NCCc2ccccn2)cc1 | 2% | u | i | -5% | -1% | 9% | 3% | 2%
CCN(CC)C(=O)CSc1nc2ccsc2c(=O)n1CCCC(=O)NCCc1ccc(S(N)(=O)=O)cc1 | 6% | -1% | -5% | 0% | 0% | 5% | 3% | x
O=C(Cn1c(=O)oc2cc(S(=O)(=O)N3CCCC3)ccc21)N1CCCC1 | 0% | 14% | -2% | 0% | -9% | -4% | 9% | x
CC(C)(C)OC(=O)NNC1CC(=O)N(c2ccccc2F)C1=O (stereo unspecified) | 1% | 5% | -2% | -1% | -14% | -2% | 3% | -1%
COCCNC(=O)Cn1c(=O)n(C)c2ccccc21 | -7% | 11% | -9% | 0% | 4% | 5% | 7% | x
CCCCCCCCOC(=O)c1nc(Cl)c(Cl)c(N)c1Cl | 1% | -4% | -2% | 2% | u | -5% | 7% | 37%[activator]
O=C(NC(Cc1ccccc1)c1ccc2c(c1)OCCCO2)c1ccc(F)cc1 (stereo unspecified) | -4% | -9% | -12% | -6% | -6% | -13% | 20% | x
Cn1nnc2cc(C(=O)NC3CC3)ccc21 | -21% | 23% | i | 0% | 2% | 5% | 12% | x
CC(C)(C)c1nc(NCCN2CCOCC2)c2nnn(Cc3ccccc3Cl)c2n1 | 4% | -12% | 0% | -2% | -8% | -4% | 10% | -4%
Cn1nnc(NCc2cc(Br)ccc2OCc2ccccc2F)n1 | -1% | -9% | i | 0% | 11% | 1% | -9% | 0%
CN1C(=O)/C(=C2/C=Cc3ccccc3N2CCCS(=O)(=O)O)SC1=S | 0% | -62% | i | -8% | -11% | -8% | 83%[activator] | x
Cc1cccc(CCNS(=O)(=O)c2ccc3c(c2)oc(=O)n3C)c1 | 3% | 11% | -4% | 2% | 1% | -5% | 0% | 3%
Cc1cc2c(ccc3c2no[n+]3[O-])nn1 | -2% | -3% | -3% | -3% | 2% | 2% | -4% | 2%
CCOC(=O)C(C(=O)OCC)C1OC(=O)c2cc3c(cc21)C(=O)OC3C(C(=O)OCC)C(=O)OCC (stereo unspecified) | 6% | 3% | 20% | 1% | 15% | 3% | 12% | -3%
CN(C)c1ccc(NC(=O)c2cn(-c3ccccc3)nc2-c2cccs2)cc1 | 0% | 10% | -5% | -1% | -11% | -1% | -6% | x
CC1Cc2ccccc2N1C(=O)COC(=O)c1c2c(nc3ccccc13)CCCCC2 (stereo unspecified) | -6% | 1% | -4% | -1% | -4% | -2% | 6% | -3%
C=C(C)CN1CCN(S(=O)(=O)c2ccc(C)c(N(C)S(=O)(=O)c3ccc(C)cc3)c2C)CC1 | 2% | -7% | 2% | 0% | u | -5% | 7% | -10%
Cc1ccc(N2C(=O)C3C(c4ccccc4)(C2=O)C3(c2ccccc2)c2ccccc2)cc1 (stereo unspecified) | -7% | 3% | -13% | -3% | -8% | 0% | 2% | -6%
O=C(NCc1nc2ccccc2[nH]1)c1ccco1 | -7% | 5% | -5% | 1% | -12% | -6% | 12% | -3%
NCCCC(O)(P(=O)(O)O)P(=O)(O)O | -6%&17%&-2% | x | -11% | -1%&-1%&1% | x | 9%&1%&7% | -2%&3% | x
Cn1c(N)c(C(=O)COC(=O)C2CC(O)CN2S(=O)(=O)c2ccc(Cl)cc2)c(=O)n(C)c1=O (stereo unspecified) | 7% | 1% | 0% | 0% | x | -2% | 4% | x
CCC1C(=O)C[C@H]2CCN3C(=O)CCCC1C23 (stereo partly specified) | 4%[201 µM] | x | -15%[126 µM] | -5%[201 µM] | x | 5%[181 µM] | 5%[136 µM] | -7%

Some of the compounds tested; count on the stated rates, not on these rows.
